E-selectin induc = induces E-selectin expression in human endothelial cells. P16581. HUVEC E-selectin immunofluorescence imaging; normalized: neutral wells 0, TNF-alpha wells 100. activation, % at 7.58 µM. actives 0.37% (n = 260,000). AID 686992;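 active = mean E-selectin-positive cell signal at least 10% of the positive control, reached in at least 60% of replicates, without over 20% cell loss; inconclusive = no rule given, readout overlaps actives, possibly toxicity-flagged; inactive = the rest, including those meeting only one limit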;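 note: in these data hits start at about 27%; measured in HUVEC primary endothelial cells; signal is the percent of cells scored E-selectin positive by PE staining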
Target sequence (P16581 whole entry, looked up): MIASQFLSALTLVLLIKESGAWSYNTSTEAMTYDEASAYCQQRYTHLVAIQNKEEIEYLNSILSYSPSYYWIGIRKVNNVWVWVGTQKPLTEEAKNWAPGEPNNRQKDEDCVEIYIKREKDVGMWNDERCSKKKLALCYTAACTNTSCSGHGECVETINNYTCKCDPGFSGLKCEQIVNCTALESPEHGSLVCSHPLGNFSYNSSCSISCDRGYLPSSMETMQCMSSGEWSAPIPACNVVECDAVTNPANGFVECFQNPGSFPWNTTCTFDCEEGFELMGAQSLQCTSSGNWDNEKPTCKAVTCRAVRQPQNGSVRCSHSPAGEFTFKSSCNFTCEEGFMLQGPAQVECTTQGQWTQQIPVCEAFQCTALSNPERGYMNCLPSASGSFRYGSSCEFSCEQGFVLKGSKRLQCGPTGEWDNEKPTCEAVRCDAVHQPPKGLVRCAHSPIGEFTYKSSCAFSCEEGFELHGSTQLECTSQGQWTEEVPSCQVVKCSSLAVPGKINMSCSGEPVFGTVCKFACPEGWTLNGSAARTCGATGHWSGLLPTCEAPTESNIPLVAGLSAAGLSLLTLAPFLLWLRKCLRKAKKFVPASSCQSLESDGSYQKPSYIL
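Assay system: HUVEC primary endothelial cells. Input: 3,000 HUVEC seeded per well. Doses: one compound dose added by pin transfer. Read-out basis: % PE-positive cells. Benchmarks: TNF-alpha high, DMSO low. Detection: immunofluorescence imaging. Buffer or medium: EGM-2, gelatin.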
S100A4 MyoIIA = S100A4-myosin IIA interaction inhibition; P26447; S100A4/TAMRA-MyoIIA peptide fluorescence polarization; inhibition, % at 10.7 µM; actives 0.14% (n = 360,000); AID 652163;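 active = mean inhibition of at least 70% across replicates, with every replicate also reaching that level; inconclusive = mean inhibition reaches 70% but some replicates fall short; inactive = mean inhibition below 70%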
Target sequence (P26447 whole entry, looked up): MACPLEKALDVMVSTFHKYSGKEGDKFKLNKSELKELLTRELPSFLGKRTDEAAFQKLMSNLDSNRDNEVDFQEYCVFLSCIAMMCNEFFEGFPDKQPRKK
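System – human S100A4 monomer protein, biochemical binding assay · Buffer or medium – Calcium-containing HEPES buffer, pH 7.2 · Timing – 5 min between mix addition and reading · Also added – TAMRA-labelled myosin IIA heavy-chain peptide probe, 5 nM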
PglD DTNB = blocks C. jejuni PglD acetyltransferase activity; actives 0.098% (n = 360,000); purified PglD enzyme, DTNB colorimetric CoA detection; AID 602405; inhibition, % at 12.5 µM; in the data active = inhibition above about 16%, passing the limit was not always enough; inconclusive = no clear call, values can overlap the other calls; note: strong numbers were not always called active
DENV2 CPE = DENV2-induced cell death inhibition; DENV2-infected cells, cytopathic effect rescue, plate reader; CPE inhibition, % at 9.99 µM; actives 1.7% (n = 350,000); AID 651640; in the data active = CPE inhibition above about 20%, passing the limit was not always enough; inconclusive = no clear call, values can overlap the other calls; tested in BHK-21 cells;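 note: 0% = median of neutral control wells and 100% = median of positive control wells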
ERp5 inh = inhibitors of human ERp5; Q15084; ERp5 insulin aggregation, absorbance 650 nm, 90 min; inhibition, % at 9.99 µM; actives 0.05% (n = 350,000); AID 651711;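 active = mean replicate inhibition above about 25%, with every replicate also reaching it, limit read from the data, passing the limit was not always enough; inconclusive = only one of those two criteria met; inactive = neither criterion met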
SIRT5 block = inhibitors of human sirtuin-5 desuccinylase; Purified SirT5, succinyl-peptide AMC, trypsin-coupled fluorescence; inhibition, % at 15 µM; actives 1.1% (n = 330,000); in the data active = inhibition above about 15%; inconclusive = no clear call, values can overlap the other calls
Target sequence (Q9NXA8 whole entry, looked up): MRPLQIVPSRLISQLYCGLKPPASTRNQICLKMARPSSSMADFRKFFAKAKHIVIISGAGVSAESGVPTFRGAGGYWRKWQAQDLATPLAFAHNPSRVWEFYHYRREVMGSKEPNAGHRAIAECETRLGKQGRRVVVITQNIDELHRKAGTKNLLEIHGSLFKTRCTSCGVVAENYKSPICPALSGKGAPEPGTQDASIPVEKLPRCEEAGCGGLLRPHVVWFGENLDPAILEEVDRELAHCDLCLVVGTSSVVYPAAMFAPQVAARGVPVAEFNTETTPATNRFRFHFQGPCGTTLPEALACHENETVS
Statin myotox sup = suppression of simvastatin myotoxicity. actives 0.78% (n = 330,000). rescue of ATP level, % at 7.49 µM. C2C12 myotubes + simvastatin, ATP luminescence, 48 h; scaled: DMSO 0, geranylgeraniol control 100. AID 602340;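 active = mean ATP rescue above about 67%, or every replicate alone reaching that limit, limit read from the data, passing the limit was not always enough; inconclusive = no clear call, values can overlap the other calls; inactive = mean under the limit and some replicate under it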;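 note: myotubes were challenged with 10 µM simvastatin during compound exposure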
An asterisk follows results filed as active; ? = inconclusive; nt = not tested or not shown.

SMILES | E-selectin induc | S100A4 MyoIIA | PglD DTNB | DENV2 CPE | ERp5 inh | SIRT5 block | Statin myotox sup
CCc1nnc(NS(=O)(=O)c2ccc(N=Cc3c(C)[nH]n(-c4ccc(C)c(C)c4)c3=O)cc2)s1 | 0.8 | nt | 0 | nt | nt | nt | -14
COc1cccc(CNS(=O)(=O)c2ccc3c(c2)N(C)CCO3)c1 | 0.0 | 0 | -1 | 2 | 0 | -15 | 7
COC(=O)[C@H](NC(=O)c1cc([C@@H](NC(=O)OC(C)(C)C)C(C)C)sc1N)C(C)C | -0.1 | -2 | nt | -5 | 1 | 5 | nt
Cc1ccc(N(C)S(=O)(=O)c2cccc(C(=O)NCC(c3ccco3)N3CCCC3)c2)cc1 (centres undefined) | 9.2 | -1 | -6 | 2 | -6 | 4 | -2
CC(C)NC(=O)N(C)C[C@@H]1Oc2ncc(C#CCC3CCCC3)cc2C(=O)N([C@H](C)CO)C[C@@H]1C | -0.4 | 3 | 5 | 1 | -4 | 1 | -4
COc1ccc(NC(=O)[C@@H]2CCCN2S(=O)(=O)c2ccc(Cl)cc2)cc1 | nt | 1 | 0 | 5 | -3 | nt | 4
O=C(C1CCC1)N1C[C@H]2[C@@H](c3ccccc31)[C@@H](CO)N2C(=O)c1ccccc1 | 0.0 | 0 | -8 | 2 | -3 | -1 | 6
CCNC(=S)N/N=C/c1cn(Cc2ccc(F)cc2)c2ccccc12 | 0.3 | -4 | nt | 2 | 0 | 2 | nt
CC(Sc1nnnn1C)C(=O)NC1CCCc2ccccc21 (centres undefined) | nt | -4 | -3 | 7 | 0 | -3 | 9
Cc1cc(C)n2nc(SCC(=O)c3cccs3)nc2n1 | 5.8 | 2 | -1 | -3 | 6 | -3 | 4
C[C@H](CO)N1C[C@H](C)[C@@H](CN(C)S(=O)(=O)c2ccc(Cl)cc2)Oc2ccc(NC(=O)Cn3cnnn3)cc2CC1=O | -0.1 | -6 | 1 | -2 | 4 | -6 | -55
N=C1CCCN1c1ccccc1O | 6.0 | -1 | 0 | -6 | 3 | -7 | nt
C[C@H](CO)N1C[C@H](C)[C@H](CN(C)C(=O)Nc2ccc(C(F)(F)F)cc2)Oc2ccc(NC(=O)NC3CCCCC3)cc2CC1=O | 0.1 | -32 | -5 | -5 | -5 | 5 | 3
CCc1nnc(NC(=O)CN2CCN(Cc3cccc(OC)c3)CC2)s1 | nt | 4 | -3 | 4 | 3 | nt | 32
Cn1nnc(NC(=S)NC(=O)c2cccc3c(Cl)cccc23)n1 | 2.6 | -2 | 3 | 3 | -3 | 0 | -14
CS(=O)(=O)N(Cc1ccc(C(=O)NC2CCCC2)cc1)c1ccccc1 | 1.9 | 5 | nt | 0 | 4 | 0 | nt
Cc1cc(F)ccc1NCc1ccccc1[N+](=O)[O-] | nt | -1 | 1 | nt | -7 | -3 | nt
O=C(CSc1nnc(NC2CCCCC2)s1)N1CCOCC1 | nt | -29 | -3 | 1 | 6 | -2 | 1
CNC[C@H]1Oc2c(NS(=O)(=O)c3ccc(F)cc3)cccc2C(=O)N([C@@H](C)CO)C[C@@H]1C | nt | -3 | -2 | 0 | 1 | nt | 17
CO[C@@H]1CN(C)C(=O)c2ccc(NC(=O)C3CC3)cc2OC[C@@H](C)N(CCc2ccccc2)C[C@H]1C | 0.1 | 28 | -3 | 3 | -1 | 11 | 10
O=C(O)C/C(=C\c1ccc(N2CCOCC2)c([N+](=O)[O-])c1)c1nc2ccccc2s1 | 1.2 | 1 | -3 | 5 | -2 | -7 | -24
Cc1cccc(CSc2nnc([C@@H]3CCCN3C(=O)OC(C)(C)C)o2)c1 | 0.4 | 3 | nt | 3 | 6 | nt | nt
CCOC(=O)C1C(=O)OC(C)(C)C1C(C)C(=O)c1ccc(C)cc1 (centres undefined) | nt | -6 | -1 | nt | nt | nt | 7
CCOc1ccc(N2CC(C(=O)NCCc3ccccc3)CC2=O)cc1 (centres undefined) | -0.6 | -1 | 1 | 6 | 3 | 2 | 8
CCOC(=O)C1CCN(C(=O)COC(=O)C2CCN(S(=O)(=O)c3ccc4c(c3)OCCO4)CC2)CC1 | 0.0 | -5 | -3 | -4 | -1 | -2 | 0
Cc1cc(C)cc(Nc2ccc3nonc3c2[N+](=O)[O-])c1 | 3.1 | -1 | nt | 0 | 4 | 0 | nt
Cn1cnc2cc(NC(=O)c3ccco3)ccc21 | nt | 2 | -4 | 14 | 2 | -2 | -6
Cc1cccc(-c2nc3c(c(SCC(=O)N4CCOCC4)n2)COC(C)(C)C3)c1 | nt | 2 | nt | -8 | 0 | -3 | -17
N#CCSc1ncnc2ccccc12 | 0.7 | -5 | nt | 3 | ? | 2 | 7
CCCN(C)C[C@@H]1Oc2cc(C#Cc3ccccc3)ccc2S(=O)(=O)N([C@H](C)CO)C[C@@H]1C | 0.7 | -36 | -1 | 12 | -2 | 1 | -10
CNc1nc2ccccc2n1N | -1.9 | -4 | nt | 2 | -4 | 1 | nt
CNC(=O)c1cc2ncc(C(F)(F)F)cc2s1 | nt | -2 | 6 | 13 | 2 | 14 | 6
Cc1cccc(C)c1N1CCN(C(=O)N2CCCCC2)CC1 | nt | -4 | nt | 9 | 8 | -2 | nt
Oc1cccnc1CCc1ccccc1 | nt | -8 | nt | -6 | 2 | -3 | nt
Cc1cc([N+](=O)[O-])nn1CC(=O)NCc1ccco1 | 0.7 | 0 | -1 | -11 | 3 | -3 | nt
CCC(=O)Nc1ccc2c(c1)C(=O)N(C)C[C@@H](OC)[C@@H](C)CN(C(=O)Cc1cccnc1)[C@@H](C)CO2 | 0.1 | 5 | -3 | -7 | 0 | -3 | -2
O=C(c1cc(Cl)ccc1O)N1CCN(S(=O)(=O)Cc2ccccc2)CC1 | 1.4 | -6 | -4 | 15 | 18 | 5 | 4
COc1ccc(C(C)=O)cc1CSC(=N)N | nt | 3 | nt | nt | -14 | -3 | nt
Cc1cc(N2C(=O)C(O)=C(C(=O)c3cccs3)C2c2cccc(Br)c2)no1 (centres undefined) | -0.2 | -9 | 6 | 15 | 2 | 2 | 8
COc1ccc(NC(=O)CN2C(=O)NC3(CC(C)CC(C)(C)C3)C2=O)cc1S(=O)(=O)N1CCCCC1 (centres undefined) | 0.8 | -3 | -3 | nt | 1 | 4 | -3
CC(=O)c1ccc(NC(=O)C(C)N(C)CC(=O)Nc2ccc(Cl)cc2)cc1 (centres undefined) | 0.1 | -2 | -1 | -2 | -2 | 1 | 9
CC1=CCC2C(=O)N(c3cccc(C(=O)Nc4ccc(Cl)cc4)c3)C(=O)C2C1 (centres undefined) | 0.9 | -1 | 0 | -13 | 10 | 3 | -10
C[C@H]1CN([C@@H](C)CO)C(=O)c2cc(-c3ccccc3)cnc2O[C@@H]1CN(C)Cc1ccc(C(=O)O)cc1 | 0.5 | 3 | 2 | 3 | -1 | -4 | 1
O=C1CCN(S(=O)(=O)c2ccccc2)CCN1CCOCc1ccc(C(F)(F)F)cc1 | 0.0 | -1 | 4 | 3 | 5 | -2 | 11
CC1(C(=O)NS(=O)(=O)c2ccc(F)cc2F)CCN1C(=O)Cc1ccc(Cl)cc1Cl (centres undefined) | 1.5 | 1 | -9 | -5 | 3 | -3 | 4
COc1ccc(-c2ccnc(SCC(=O)N3CCN(c4ccccc4)CC3)n2)cc1 | -0.1 | 0 | 0 | 5 | 5 | nt | nt
Cc1cccc(N2CCN(C(=O)c3cc4c(=O)n(C)c5ccccc5c4n3C)CC2)c1C | 0.8 | 0 | -1 | -1 | 0 | -7 | -7
N#Cc1cc2c(=O)n3ccccc3nc2n(-c2ccc(Cl)cc2)c1=O | nt | -1 | 1 | 5 | -5 | -47 | nt
COc1ccc(C(=O)N2CCC(NC(=O)C(Cc3ccccc3OC)NC(C)=O)CC2)cc1 (centres undefined) | nt | -1 | -21 | -2 | 1 | 1 | 5
O=C(Nc1ccccc1Cl)Nn1cnnc1 | nt | 0 | 4 | -3 | 1 | -3 | 2
CSc1cccc(NC(=O)COC(=O)C2CCN(S(=O)(=O)c3ccccc3)CC2)c1 | 5.1 | -1 | 0 | -5 | 1 | -9 | 8
CNC(=O)C[C@@H]1CC[C@@H]2[C@H](COc3ccc(NC(=O)C4CCCCC4)cc3C(=O)N2C)O1 | 0.0 | 8 | -2 | -6 | 2 | -3 | 6
Nc1ccc2c(c1)nc(Cc1ccccc1)n2CCO | -0.2 | -15 | 1 | 1 | 1 | -3 | -2
COC(=O)C1=C(C)N(C)C(=NCc2ccc3c(c2)OCO3)NC1c1cccc(C(F)(F)F)c1 (centres undefined) | 0.1 | -9 | nt | ? | 2 | nt | nt
CCCC(=O)N1CC2(CN(C(=O)NC(C)C)C2)c2c(n(C)c3cc(OC)ccc23)[C@@H]1CO | -0.1 | -2 | nt | ? | 5 | 1 | nt
C[C@@H]1CCCCO[C@@H](CN(C)S(=O)(=O)c2ccc(Cl)cc2)[C@@H](C)CN([C@H](C)CO)C(=O)c2cc(NS(=O)(=O)c3ccc(Cl)cc3)ccc2O1 | 0.1 | nt | 4 | -7 | nt | nt | nt
Cc1ccc(-c2n[nH]c(=S)c3ccccc23)cc1 | 0.1 | -3 | 2 | 10 | 8 | -9 | -12
CO[C@H]1CC[C@H]2CCOc3c(C#N)cccc3C(=O)N(C)[C@@H](C)C(=O)N(C)C[C@H]1O2 | 0.0 | 4 | 0 | -7 | -1 | -1 | 1
N[C@@H](Cc1ccccc1)C(=O)N1CCC(C(=O)NCC(=O)NCC(=O)O)CC1 | 0.1 | 0 | -2 | -2 | 1 | 3 | -4
Cc1cc(C)c(S(=O)(=O)Nn2cnnc2)c(C)c1 | 3.3 | 3 | -4 | -4 | 0 | 1 | -3
CCOc1ccccc1N1CCN(C(=O)NCc2ccc(F)cc2)CC1 | 1.6 | -20 | -5 | -3 | 4 | 1 | -2

A different layout for some results above.
Order of values: E-selectin induc, S100A4 MyoIIA, PglD DTNB, DENV2 CPE, ERp5 inh, SIRT5 block, Statin myotox sup
CNC(=O)C[C@@H]1CC[C@@H]2[C@H](COc3ccc(NC(=O)C4CCCCC4)cc3C(=O)N2C)O1
    0.0, 8, -2, -6, 2, -3, 6
Nc1ccc2c(c1)nc(Cc1ccccc1)n2CCO
    -0.2, -15, 1, 1, 1, -3, -2
COC(=O)C1=C(C)N(C)C(=NCc2ccc3c(c2)OCO3)NC1c1cccc(C(F)(F)F)c1 (centres undefined)
    0.1, -9, nt, ?, 2, nt, nt
CCCC(=O)N1CC2(CN(C(=O)NC(C)C)C2)c2c(n(C)c3cc(OC)ccc23)[C@@H]1CO
    -0.1, -2, nt, ?, 5, 1, nt
C[C@@H]1CCCCO[C@@H](CN(C)S(=O)(=O)c2ccc(Cl)cc2)[C@@H](C)CN([C@H](C)CO)C(=O)c2cc(NS(=O)(=O)c3ccc(Cl)cc3)ccc2O1
    0.1, nt, 4, -7, nt, nt, nt
Cc1ccc(-c2n[nH]c(=S)c3ccccc23)cc1
    0.1, -3, 2, 10, 8, -9, -12
CO[C@H]1CC[C@H]2CCOc3c(C#N)cccc3C(=O)N(C)[C@@H](C)C(=O)N(C)C[C@H]1O2
    0.0, 4, 0, -7, -1, -1, 1
N[C@@H](Cc1ccccc1)C(=O)N1CCC(C(=O)NCC(=O)NCC(=O)O)CC1
    0.1, 0, -2, -2, 1, 3, -4
Cc1cc(C)c(S(=O)(=O)Nn2cnnc2)c(C)c1
    3.3, 3, -4, -4, 0, 1, -3
CCOc1ccccc1N1CCN(C(=O)NCc2ccc(F)cc2)CC1
    1.6, -20, -5, -3, 4, 1, -2

Some of the compounds tested (hit frequency here may not be typical).
